TRHR agonist: qHTS for Small Molecule Agonists and Allosteric Enhancers of Human TRH Receptor: Primary Screen for Agonists; Thyrotropin-releasing hormone receptor (Homo sapiens), P34981; TRHR cells, calcium flux fluo-8, FDSS agonist mode; activation, % at 2 µM; 360,000 compounds, 0.18% hits; AID 493084, 2011; in the data active = activation above about 30%; note: 0% is about no effect
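Fluo-8-loaded TRHR cells; 10 s baseline, compound added, kinetic Ca2+ fluorescence read 1/s, agonist mode.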
12-LOX inh: Primary qHTS assay for inhibitors of human arachidonate 12S-lipoxygenase (ALOX12): Round 2; AID 1671190, 2021; 580,000 compounds, 1.1% hits; Polyunsaturated fatty acid lipoxygenase ALOX12 (Homo sapiens), P18054; Potency, µM (titrated, usually from 108 µM), for inactives: at the top dose activity change, negative = inhibition, actives largely listed as inhibitors; purified 12hLO, xylenol orange hydroperoxide absorbance; note: potency is the fitted concentration of half-maximal effect; % is set by controls: 0 for no effect and ±100 for the full control effect
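Hydroperoxide product was detected by ferrous iron/xylenol orange as the 573 to 405 nm absorbance ratio. Arachidonic acid at 40 uM (final) was turned over for 30 min at room temperature by 150 nM human 12hLO, pH 7.0 Hepes buffer, after 15 min compound preincubation.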
APE1 inh: qHTS Assay for Inhibitors of the Human Apurinic/apyrimidinic Endonuclease 1 (APE1); DNA repair nuclease/redox regulator APEX1 (Homo sapiens), P27695; recombinant APE1, TAMRA/BHQ-2 abasic DNA cleavage fluorescence; Potency, µM (titrated, usually from 65.8 µM), inactives show at the top dose activity change, negative = inhibition, hits mostly inhibitors; 350,000 compounds, 0.35% hits; AID 2517, 2012;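 note: potency is the fitted concentration of half-maximal effect; plate controls were vehicle for no effect and reference inhibitor for full effect; nearly all actives have a fitted effect of over 55% in size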
Target sequence (P27695 whole entry, looked up): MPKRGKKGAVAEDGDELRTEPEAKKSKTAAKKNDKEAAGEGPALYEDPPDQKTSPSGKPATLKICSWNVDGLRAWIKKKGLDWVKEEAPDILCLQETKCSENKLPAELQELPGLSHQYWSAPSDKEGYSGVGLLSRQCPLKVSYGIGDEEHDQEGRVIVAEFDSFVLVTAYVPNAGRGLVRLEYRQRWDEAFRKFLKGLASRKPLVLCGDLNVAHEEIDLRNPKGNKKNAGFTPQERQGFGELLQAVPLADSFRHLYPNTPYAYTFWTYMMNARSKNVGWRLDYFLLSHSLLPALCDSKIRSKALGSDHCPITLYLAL
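Quantitative HTS: incision of a TAMRA/BHQ-2 double-stranded substrate bearing a tetrahydrofuran abasic site by 0.75 nM APE1 raises fluorescence. Substrate 50 nM final, added after 15 min compound preincubation at room temperature; progress as third-minus-first kinetic read difference.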
POLB inh: qHTS Assay for Inhibitors of DNA Polymerase Beta. P06746. Pol beta primer extension/strand displacement, fluorescence kinetic. Potency, µM (highest dose often 114 µM), inactives show at the highest dose activity change, negative = inhibition, actives largely listed as inhibitors. 340,000 compounds, 1.3% hits; note: potency is the fitted concentration of half-maximal effect; % is set by controls: 0 for no effect and ±100 for the full control effect
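Homogeneous kinetic assay of primer extension and strand displacement by 10 nM Pol beta, preincubated 15 min at room temperature with compound before 50 nM substrate (final) was added. Read at 0 and 10 min; four-parameter Hill fit.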
POLI inh: qHTS for Inhibitors of Polymerase Iota; Pol iota fluorescent replication assay, 10 min; Potency, µM (doses to about 115 µM), for the others: at the top dose activity, negative = inhibition, most hits filed as inhibitors; 390,000 compounds, 1% hits; note: potency is the fitted concentration of half-maximal effect
Target sequence (Q9UNA4 whole entry, looked up): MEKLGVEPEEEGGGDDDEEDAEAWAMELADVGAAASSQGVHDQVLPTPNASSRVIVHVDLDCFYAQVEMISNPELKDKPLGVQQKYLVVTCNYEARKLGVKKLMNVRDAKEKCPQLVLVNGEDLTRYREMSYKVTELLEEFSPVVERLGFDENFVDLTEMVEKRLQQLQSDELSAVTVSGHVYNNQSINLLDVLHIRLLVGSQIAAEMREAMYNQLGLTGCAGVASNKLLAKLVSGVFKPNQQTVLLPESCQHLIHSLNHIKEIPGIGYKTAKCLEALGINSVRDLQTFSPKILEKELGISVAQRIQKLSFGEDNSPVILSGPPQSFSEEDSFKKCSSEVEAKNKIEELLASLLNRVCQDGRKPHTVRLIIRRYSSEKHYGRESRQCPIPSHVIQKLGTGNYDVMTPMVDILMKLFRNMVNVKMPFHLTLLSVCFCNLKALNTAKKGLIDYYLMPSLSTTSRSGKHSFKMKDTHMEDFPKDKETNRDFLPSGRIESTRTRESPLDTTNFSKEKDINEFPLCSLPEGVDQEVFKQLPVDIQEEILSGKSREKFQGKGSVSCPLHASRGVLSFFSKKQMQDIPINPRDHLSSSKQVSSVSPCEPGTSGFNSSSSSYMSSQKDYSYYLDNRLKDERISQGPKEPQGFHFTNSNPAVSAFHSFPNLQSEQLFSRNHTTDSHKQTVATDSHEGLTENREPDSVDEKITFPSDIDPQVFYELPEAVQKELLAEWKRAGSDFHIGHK
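Fluorescent replication assay read twice, at 0 min and 10 min after adding 50 nM (final) substrate. Enzyme (10 nM) and compounds were first incubated 15 min at room temperature; enzyme-free buffer wells were negative controls.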
Apoferritin bind: qHTS Assay for Identification of Novel General Anesthetics. Ferritin light chain (Equus caballus), P02791. apoferritin/1-aminoanthracene competitive binding, fluorescence. Potency, µM (titrated, usually from 77.5 µM), for inactives: at the highest dose activity change, negative = displacement, actives largely listed as inhibitors. 350,000 compounds, 0.074% hits; note: potency is the fitted concentration of half-maximal effect; % is set by controls: 0 for no effect and ±100 for the full control effect; nearly all actives have a fitted effect of over 20% in size
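Horse-spleen apoferritin (10 uM) was mixed with 50% saturated 1-aminoanthracene in PBS, exposed to compounds for 10 min at room temperature, and read for fluorescence (ex 380 nm, em 535 nm). Competitive displacement was fitted with a four-parameter Hill equation.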
POLK inh: qHTS for Inhibitors of Polymerase Kappa | AID 588579, 2011 | Potency, µM (doses to about 107 µM), inactives show at the top dose activity, negative = inhibition, hits mostly inhibitors | 400,000 compounds, 0.53% hits | DNA polymerase kappa (Homo sapiens), Q9UBT6 | purified Pol kappa, fluorescent DNA synthesis assay, 10 min; note: potency is the fitted concentration of half-maximal effect; % is set by controls: 0 for no effect and ±100 for the full control effect
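Inhibition of 10 nM Pol kappa is measured by a fluorescent read-out at 0 and 10 min following addition of 50 nM substrate (final), with a 15-min room-temperature compound preincubation.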
ERG-DNA inh: qHTS for Small Molecule Inhibitors of the ERG Ets/DNA interaction. 370,000 compounds, 0.028% hits. Transcriptional regulator ERG (Homo sapiens), P11308. Potency, µM (highest dose often 76.9 µM), for the others: top-dose FP activity, negative = inhibition, hits mostly inhibitors. fluorescence polarization, His-ERG Ets domain / labelled DNA; active = well fitted inhibition curve with a large enough effect in the polarisation, with a control signal flat; inconclusive = small, poorly fitted or top-dose-only effect, or effect the other way, or a change in a side signal; inactive = no such curve, though single readings can be large or run the other way; the % refers to the polarisation;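 note: polarization taken with two DNA probes labelled with fluorescein and Texas red; potency is the fitted concentration of half-maximal effect; % of control where 0% means no effect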
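His-tagged ERG Ets domain (1 uM in the protein solution; 300mM KCl, 50mM Tris-HCl, 1mM EDTA, 1mM DTT, pH 7.5) received compound, then a probe mix of 5 nM fluorescein-DNA and 100nM Texas-615-DNA. Fluorescence polarization was read for both dyes.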
BLM inh: qHTS Assay for Inhibitors of Bloom's syndrome helicase (BLM) | RecQ-like DNA helicase BLM (Homo sapiens), P54132 | recombinant BLM DNA unwinding, fluorescence dequenching | Potency, µM (doses to about 56.1 µM), without a hit: at the top dose activity change, negative = inhibition, actives largely listed as inhibitors | 350,000 compounds, 0.2% hits | AID 2528, 2010;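 note: potency is the fitted concentration of half-maximal effect; plate controls were vehicle for no effect and no enzyme for full effect; nearly all actives have a fitted effect of over 35% in size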
Numbers without * were called inactive; u = inconclusive; x = not tested or not shown; [ ] = another dose, or the depositor's remark. Unless noted, calls come from the whole dose curve; as a rule, active = well fitted curve in the direction sought with a large enough effect; inconclusive = small, poorly fitted or top-dose-only effect, or another doubt; inactive = no such curve, though single readings can be large; an effect the other way counts as inactive or inconclusive. An excerpt. The share of hits here may be higher or lower than overall.

SMILES	TRHR agonist	12-LOX inh	APE1 inh	POLB inh	POLI inh	Apoferritin bind	POLK inh	ERG-DNA inh	BLM inh
COc1cccc(NC(=O)CN(C)C(=O)CSc2nc3ccccc3s2)c1	-0.3	-24%	54%[activator]	x	6%	x	-4%	5%	x
CCOC(=O)N/N=C/c1ccc(F)cc1	0.3	11%	-3%	3%	-1%	-5%	-3%	8%	-2%
COc1ccc(C(C)C(=O)c2ccc(O)cc2O)cc1 (configuration not stated)	x	x	-8%	x	x	u	-8%[60.1 µM]	x	-5%
O=C(CN1C(=O)c2cccc([N+](=O)[O-])c2C1=O)N1CCN(c2ccc(F)cc2)CC1	-1.4	0%	7%	-19%	87%[activator]	-13%	7%	2%	-4%
CC(=O)c1cccc(CN(C)CC2CCCN(CCc3ccccc3C)C2)c1 (configuration not stated)	0.3	-23%	57%[activator]	-1%	-1%	-20%	-4%	11%	1%
CN1CCN(S(=O)(=O)c2ccc(Nc3ccc(F)cc3)c([N+](=O)[O-])c2)CC1	2.6	-14%	-7%	x	u	x	-9%	19%	x
COc1ccc(/C=C(\NC(=O)c2ccco2)C(=O)NCc2ccco2)cc1	0.4	-11%	36%	26%	-1%	7%	2%	-8%	-8%
C=CCN(c1ccccc1Cl)S(=O)(=O)c1cc(C(=O)N2CCCC2)ccc1Cl	0.0	1%	-4%	-12%	33%	10%	0%	-7%	-7%
O=C(COC(=O)c1ccc(O)cc1)Nc1cc(C(F)(F)F)ccc1Cl	0.6	-7%	-5%	3%	11%	-18%	-7%	7%	-7%
O=C(NC(=S)N(CCc1ccccc1)CCc1ccccc1)c1ccco1	0.5	u	14%	21%	8%	-3%	-11%	5%	-3%
Cc1ccc(NC(=O)C2CCN(C(=O)NC3CCCCC3)CC2)cc1Cl	0.0	7%	-6%	-1%	10%	-15%	2%	-6%	0%
O=C1CSC(c2ccc3c(c2)OCO3)N1c1ccc(Oc2ccccc2)cc1 (configuration not stated)	2.2	0%	5%	6%	8%	10%	-11%	10%	-11%
O=C(COC(=O)Cc1ccc(Cl)cc1)NC1CCCC1	-0.1	0%	40%[activator]	x	36%[activator]	x	-8%	3%	x
CC(=O)Nc1ccc(S(=O)(=O)NCc2ccccn2)cc1	0.2	-24%	4%	49%	11%	-11%	11%	8%	-1%
CCN(CC)c1cccc(OCC(=O)N(C)CCC#N)c1	-0.3	-16%	-5%	8%	58%[activator]	-22%	-11%	-8%	-7%
CC(C)n1nnnc1SCC(=O)NCCc1ccccc1	1.0	0%	-6%	33%	28%	-13%	-20%	-1%	2%
CCN(C1CCCCC1)S(=O)(=O)c1ccc(S(=O)(=O)NCCc2ccncc2)cc1	-0.8	21%	-2%	0%	-7%[58.9 µM]	u	-1%	-1%	-4%
COC(=O)c1ccc(CN2CCN(Cc3ccccc3)C(CCO)C2)cc1 (configuration not stated)	0.2	-6%	-3%	3%	8%	-6%	8%	10%	-2%
COC(=O)C1C(O)C(C)C(O)C(C)(O)/C=C\C=C(/C)C(=O)Nc2c(C)c(OC(C)=O)c3c(c2O)C(=O)C(C)=C2OCOC(=C23)/C(C)=C/C(C)(O)C(O)C(C)C1O (configuration not stated)	0.3	-19%	-9%	-5%	u	-9%	-8%	-3%	-4%
COc1ccc([C@@H]2Sc3cc(OC)ccc3N(CCN(C(C)C)C(C)C)C(=O)[C@H]2OC(C)=O)cc1	0.7	-27%	3%	5%	-14%	1%	-9%	-2%	5%
CCOc1ccc(N(C(=O)c2snc(C(N)=O)c2N)C(C(=O)NCC2CCCO2)c2c[nH]c3ccccc23)cc1 (configuration not stated)	0.2	14%	11%	-2%	18%	6%	-7%	-9%	-10%
CCCc1cc(C(=O)N2CCN(c3ccc(C(F)(F)F)cn3)CC2)sc1C	0.0	-9%	-7%	5%	34%[activator]	-2%	-8%	-1%	-12%
O=c1[nH]cccc1-c1nc2ccccc2n1Cc1cccc(F)c1	0.4	7%	-9%	17%	88%[activator]	-11%	-10%	-20%	-3%
COc1ccc([C@H]2CC(=O)C=C(c3cccc(Br)c3)C2)cc1	0.0	-6%	1%	x	-2%	x	7%	-7%	x
CCOC(=O)Cc1c(Cl)c2ccccc2[nH]c1=O	0.2	5%	4%	30%	33%[activator]	-17%	-6%	-8%	-2%

Continued, starting with the last three of the part before.
SMILES	TRHR agonist	12-LOX inh	APE1 inh	POLB inh	POLI inh	Apoferritin bind	POLK inh	ERG-DNA inh	BLM inh
O=c1[nH]cccc1-c1nc2ccccc2n1Cc1cccc(F)c1	0.4	7%	-9%	17%	88%[activator]	-11%	-10%	-20%	-3%
COc1ccc([C@H]2CC(=O)C=C(c3cccc(Br)c3)C2)cc1	0.0	-6%	1%	x	-2%	x	7%	-7%	x
CCOC(=O)Cc1c(Cl)c2ccccc2[nH]c1=O	0.2	5%	4%	30%	33%[activator]	-17%	-6%	-8%	-2%
CC(OC(=O)C12CC3CC(CC(O)(C3)C1)C2)C(N)=O (configuration not stated)	-0.2	-3%	2%	58%	92%[activator]	-9%	2%	3%	-4%
COc1ccc(-c2cc(=O)[nH]c(=O)[nH]2)cc1	0.1	-8%	29%	-8%	10%	2%	-45%	4%	4%
O=C(CCCN1C(=O)c2cccc3cccc(c23)C1=O)Nc1ccon1	0.0	-5%	-7%	u	8%	-6%	8%	-11%	1%
O=C1CCNc2ccc(-c3ccccc3)cc21	17	-4%	21%	8%	14%	75%[activator]	1%	2%	1%
COP(=O)(CN(Cc1ccccc1)C(=S)Nc1c(C)cccc1C)OC	0.6	-3%	-5%	-6%	-3%	-2%	-7%	-1%	-1%
COc1ccc(CNC(=O)CN2C(=O)CSc3ccc(S(=O)(=O)N4CCCCC4)cc32)cc1	-0.3	-6%	47%	27%	-14%	-7%	-6%	-6%	-4%
Cc1ccc(S(=O)(=O)N2CCN(c3nc(C)c4c(c3C#N)CC(C)(C)OC4)CC2)cc1	-0.6	10%	5%	14%	-10%	-14%	-2%	0%	-2%
COc1ccc(C2c3c(oc4ccccc4c3=O)C(=O)N2c2ccccn2)cc1 (configuration not stated)	0.0	419%[activator]	2%	19%	-5%	-4%	5%	12%	0%
CC#CCN1C(=O)N[C@@H](c2ccccc2)C(C(=O)OC)=C1C	x	-29%	-4%[12.4 µM]	x	33%[activator]	x	-11%	0%	-3%[12.4 µM]
CSc1nnc(-c2ccccc2)c(-c2ccccc2)n1	0.7	2%	-11%	11%	-12%	-12%	-17%	-6%	-11%
Cc1cccc(NC(=O)Cn2c(=O)nc(-c3ccccc3)c3ccccc32)c1C	-0.7	-26%	x	-2%	11%	-13%	-12%[60.1 µM]	2%	-1%
CCN1C(C(=O)c2ccccc2)=C(OC(=O)COc2ccc(C)cc2)c2ccccc2S1(=O)=O	-0.1	-24%	x	-18%	-12%	-4%	-23%	0%	-5%
O=C(Nc1ccccc1)c1c2c(nc3ccccc13)CCCC2	-0.7	11%	12%	15%	35%[activator]	14%	-11%	5%	-2%
COc1ccc2c([N+](=O)[O-])c(Cl)[nH]c2c1	-0.7	u	2%	-20%	11µM*	-1%	50µM*	-9%	-7%
CCOC(=O)[C@H]1[C@H]2COc3ccc(Cl)cc3[C@@H]2N2C(=O)CN(C)C(=O)[C@@]12C	-0.1	1%	u	x	17%	x	5%	7%	x
COc1ccc(-n2c(=O)c3ccccc3c3ccccc3c2=O)cc1	-0.5	-11%	5%	2%	20%	-3%	-7%	2%	0%
COc1ccc(CCNC(=O)CN(c2ccc(C)cc2)S(=O)(=O)c2ccc(OC)cc2)cc1	0.7	u	x	4%	36%[activator]	86%[activator]	0%	-3%	-7%

Part of the list above, field by field:
> COP(=O)(CN(Cc1ccccc1)C(=S)Nc1c(C)cccc1C)OC
  TRHR agonist = 0.6	12-LOX inh = -3%	APE1 inh = -5%	POLB inh = -6%	POLI inh = -3%	Apoferritin bind = -2%	POLK inh = -7%	ERG-DNA inh = -1%	BLM inh = -1%

> COc1ccc(CNC(=O)CN2C(=O)CSc3ccc(S(=O)(=O)N4CCCCC4)cc32)cc1
  TRHR agonist = -0.3	12-LOX inh = -6%	APE1 inh = 47%	POLB inh = 27%	POLI inh = -14%	Apoferritin bind = -7%	POLK inh = -6%	ERG-DNA inh = -6%	BLM inh = -4%

> Cc1ccc(S(=O)(=O)N2CCN(c3nc(C)c4c(c3C#N)CC(C)(C)OC4)CC2)cc1
  TRHR agonist = -0.6	12-LOX inh = 10%	APE1 inh = 5%	POLB inh = 14%	POLI inh = -10%	Apoferritin bind = -14%	POLK inh = -2%	ERG-DNA inh = 0%	BLM inh = -2%

> COc1ccc(C2c3c(oc4ccccc4c3=O)C(=O)N2c2ccccn2)cc1 (configuration not stated)
  TRHR agonist = 0.0	12-LOX inh = 419%[activator]	APE1 inh = 2%	POLB inh = 19%	POLI inh = -5%	Apoferritin bind = -4%	POLK inh = 5%	ERG-DNA inh = 12%	BLM inh = 0%
